Screening results (PubChem)
Growth percent in the NCI-60 one-dose screen (48 h, 10 µM unless noted): 100 = growth as untreated, 0 = no growth, -100 = all killed.
MDA-MB-435 = MDA-MB-435 melanoma; actives 7.8% (n = 82,000)
SK-MEL-5 = SK-MEL-5 melanoma; actives 6.4% (n = 80,000); AID 1794755
MALME-3M = MALME-3M melanoma. AID 1794766. actives 5.8% (n = 78,000)
LOX IMVI = LOX IMVI melanoma. AID 1794757. actives 7.4% (n = 79,000)
UACC-62 = UACC-62 melanoma. actives 5.4% (n = 81,000). AID 1794756
UACC-257 = UACC-257 melanoma; actives 4.4% (n = 78,000); AID 1794764
SK-MEL-2 = SK-MEL-2 melanoma. actives 4.7% (n = 77,000). AID 1794763
SK-MEL-28 = SK-MEL-28 melanoma. actives 4.1% (n = 81,000)
An asterisk follows results filed as active; nt = not tested or not shown; & = joins results of further samples. Rule for the calls: active = growth percent below 10; inactive = the rest. This is a random part of the collection; any-hit rate near 13%.

compound	LOX IMVI	UACC-62	UACC-257	MALME-3M	MDA-MB-435	SK-MEL-28	SK-MEL-5	SK-MEL-2
CSc1nc2[nH]c(=O)n(O)c(=O)c2n1Cc1ccccc1	44	89	93	nt	76	83	nt	63
CC(=O)CSc1nc(-c2ccccc2)c(-c2ccccc2)o1	93	103	98	90	108	111	105	97
COc1ccc(/C=C/C=C\C(=O)c2ccc(-n3ccnc3C)cc2)cc1	84	72	108	89	81	102	77	111
COc1cc(C2C(C(=O)OCc3ccccc3)=C(C)NC(C)=C2C(=O)OCc2ccccc2)cc(OC)c1OC	30	30	19	18	27	41	8.1*	-6.4*
O=C(O)CCSCCC(=O)O	100	116	112	108	107	108	103	121
Cc1cc2c(c(=O)o1)C(c1ccc(OC(=O)N3CCOCC3)cc1)C(C#N)=C(N)O2 (configuration not stated)	96	108	98	126	105	110	103	91
CCOC(=O)NCCCN1c2nc3ccccc3cc2Sc2cc3ccccc3nc21	89	59	97	79	99	101	70	62
Clc1ccc(C=Nc2ccc(Cl)cc2)cc1	87	98	106	103	99	110	99	96
Cc1cc(=O)oc2cc(OCCCCOc3ccc(/C=C/C(=O)Nc4cccc(Cl)c4)cc3)ccc12	64	75	81	30	64	87	61	87
NC(=S)N/N=C/c1ccc(N)cc1	91	96	83	104	105	112	100	104
O=C(NCCNc1cc(-c2cn(-c3ccccc3)nc2-c2cccc(O)c2)ccn1)Nc1cccc(C(F)(F)F)c1	87	95	100	82	88	96	86	100
O=C(O)c1cccc(-c2ccccc2)c1O	98	91	100	106	106	118	103	111
COC(=O)c1cc(-c2ccc(C)cc2)[nH]c(=O)c1C#N	101	94	105	93	104	106	101	120
CCN(CC)CCCC(C)Nc1nncc2ccccc12 (configuration not stated)	92	96	105	99	110	108	97	100
Cc1c(C(=O)OCCCCOC(=O)c2c(C)n(C)c3scc[n+]23)[n+]2ccsc2n1C	102	96	96	105	109	104	142	106
CCOC(=O)/C=C/c1cccc(F)c1	101	101	75	102	107	112	98	117
COc1ccc(C2=NN(C(N)=S)C(c3ccc(Cl)cc3)C2)cc1S(N)(=O)=O (configuration not stated)	107	93	94	107	105	111	100	101
COc1ccc(C(=O)CSC(=S)N2CCCCC2)cc1	98	98	99	84	106	109	99	97
CC(=O)c1ccc(Nc2ccnc(SCC(=O)c3ccc(Br)cc3)n2)cc1	86	76	107	117	100	104	83	100
COC(=O)C1[C@H]2C[C@H]3c4[nH]c5ccccc5c4CCN3C[C@@H]2CC[C@@H]1O (some centres not stated)	95	98	98	88	103	105	93	104
C/C1=C\CC2CC[C@@](C)(O)[C@@H](CC/C(C)=C/CC1)C2(C)C	91	90	nt	123	106	124	79	103
NC(=S)Nc1cccc(Cl)c1	93	98	91	162	105	100	139	85
COc1ccc(-c2c3c(cc4cc5ncccc5nc24)[C@H]2CC[C@]4(C)C(=O)CC[C@H]4[C@@H]2CC3)cc1	51	51	74	92	49	78	49	77
O=C(Cn1c(-c2cncs2)nc2ccccc21)Nc1ccc(F)cc1F	85	82	95	94	80	96	97	107

Exported with each value named: 2 of the compounds above.
> COc1ccc(/C=C/C=C\C(=O)c2ccc(-n3ccnc3C)cc2)cc1
  LOX IMVI = 84; UACC-62 = 72; UACC-257 = 108; MALME-3M = 89; MDA-MB-435 = 81; SK-MEL-28 = 102; SK-MEL-5 = 77; SK-MEL-2 = 111

> CC(=O)c1ccc(Nc2ccnc(SCC(=O)c3ccc(Br)cc3)n2)cc1
  LOX IMVI = 86; UACC-62 = 76; UACC-257 = 107; MALME-3M = 117; MDA-MB-435 = 100; SK-MEL-28 = 104; SK-MEL-5 = 83; SK-MEL-2 = 100

New compounds follow.
compound	LOX IMVI	UACC-62	UACC-257	MALME-3M	MDA-MB-435	SK-MEL-28	SK-MEL-5	SK-MEL-2
COc1cccc(OC)c1-c1nnn(C)c1C(=O)N1CCN(c2ccc([N+](=O)[O-])cc2Cl)CC1	nt	90	103	93	109	112	97	106
CC(=O)C1=C(C)NC(=S)NC1c1ccccc1 (configuration not stated)	98&105	98&103	107&109	99&103	106&104	106&108	101	109&106
CCN(CC)c1ccc(C=O)c(OCc2cn(CC(=O)Nc3ccc(Cl)cc3)nn2)c1	59	58	108	91	80	93	93	90
O=C1c2ccccc2C(=O)c2c1cccc2S(=O)(=O)O	100	110	95	88	110	125	105	nt
C[C@@H]1OCC2(CCN(c3cnc(C(=O)Nc4cc(F)cc5cccnc45)cn3)CC2)[C@@H]1N	45	54	102	53	83	70	94	98
Cc1cc(O)c(C(=O)c2c[nH]c(=O)c(-n3cnnn3)c2)cc1C	105	85	75	129	99	92	101	85
C/C(=N\N=C1/NC(=O)C(CC(=O)O)S1)c1nnn(-c2ccc(Cl)cc2)c1C (configuration not stated)	103	99	103	101	104	112	99	98
C=C(C[n+]1ccccc1)[C@@H]1CC[C@]2(C(=O)O)CC[C@]3(C)[C@H](CC[C@@H]4[C@@]5(C)CC[C@H](OC(C)=O)C(C)(C)[C@@H]5CC[C@]43C)[C@@H]12	97	95	100	96	100	106	103	104

Some of the entries above, reformatted.
The line under a structure holds: LOX IMVI, UACC-62, UACC-257, MALME-3M, MDA-MB-435, SK-MEL-28, SK-MEL-5, SK-MEL-2
> Cc1c(C(=O)OCCCCOC(=O)c2c(C)n(C)c3scc[n+]23)[n+]2ccsc2n1C
→ 102, 96, 96, 105, 109, 104, 142, 106
> CCOC(=O)/C=C/c1cccc(F)c1
→ 101, 101, 75, 102, 107, 112, 98, 117
> COc1ccc(C2=NN(C(N)=S)C(c3ccc(Cl)cc3)C2)cc1S(N)(=O)=O (configuration not stated)
→ 107, 93, 94, 107, 105, 111, 100, 101
> COc1ccc(C(=O)CSC(=S)N2CCCCC2)cc1
→ 98, 98, 99, 84, 106, 109, 99, 97
> CC(=O)c1ccc(Nc2ccnc(SCC(=O)c3ccc(Br)cc3)n2)cc1
→ 86, 76, 107, 117, 100, 104, 83, 100
> COC(=O)C1[C@H]2C[C@H]3c4[nH]c5ccccc5c4CCN3C[C@@H]2CC[C@@H]1O (some centres not stated)
→ 95, 98, 98, 88, 103, 105, 93, 104
> C/C1=C\CC2CC[C@@](C)(O)[C@@H](CC/C(C)=C/CC1)C2(C)C
→ 91, 90, nt, 123, 106, 124, 79, 103
> NC(=S)Nc1cccc(Cl)c1
→ 93, 98, 91, 162, 105, 100, 139, 85
> COc1ccc(-c2c3c(cc4cc5ncccc5nc24)[C@H]2CC[C@]4(C)C(=O)CC[C@H]4[C@@H]2CC3)cc1
→ 51, 51, 74, 92, 49, 78, 49, 77
> O=C(Cn1c(-c2cncs2)nc2ccccc21)Nc1ccc(F)cc1F
→ 85, 82, 95, 94, 80, 96, 97, 107
> COc1cccc(OC)c1-c1nnn(C)c1C(=O)N1CCN(c2ccc([N+](=O)[O-])cc2Cl)CC1
→ nt, 90, 103, 93, 109, 112, 97, 106
> CC(=O)C1=C(C)NC(=S)NC1c1ccccc1 (configuration not stated)
→ 98&105, 98&103, 107&109, 99&103, 106&104, 106&108, 101, 109&106
> CCN(CC)c1ccc(C=O)c(OCc2cn(CC(=O)Nc3ccc(Cl)cc3)nn2)c1
→ 59, 58, 108, 91, 80, 93, 93, 90
> O=C1c2ccccc2C(=O)c2c1cccc2S(=O)(=O)O
→ 100, 110, 95, 88, 110, 125, 105, nt
> C[C@@H]1OCC2(CCN(c3cnc(C(=O)Nc4cc(F)cc5cccnc45)cn3)CC2)[C@@H]1N
→ 45, 54, 102, 53, 83, 70, 94, 98
> Cc1cc(O)c(C(=O)c2c[nH]c(=O)c(-n3cnnn3)c2)cc1C
→ 105, 85, 75, 129, 99, 92, 101, 85
> C/C(=N\N=C1/NC(=O)C(CC(=O)O)S1)c1nnn(-c2ccc(Cl)cc2)c1C (configuration not stated)
→ 103, 99, 103, 101, 104, 112, 99, 98
> C=C(C[n+]1ccccc1)[C@@H]1CC[C@]2(C(=O)O)CC[C@]3(C)[C@H](CC[C@@H]4[C@@]5(C)CC[C@H](OC(C)=O)C(C)(C)[C@@H]5CC[C@]43C)[C@@H]12
→ 97, 95, 100, 96, 100, 106, 103, 104

Next records follow.
compound	LOX IMVI	UACC-62	UACC-257	MALME-3M	MDA-MB-435	SK-MEL-28	SK-MEL-5	SK-MEL-2
O=C(NNc1nc2cc(F)c(F)cc2n2cccc12)c1cccnn1	3.8*	11	5.4*	18	28	27	-37*	19
CCC(NC(N)=O)C(CC)NC(N)=O (configuration not stated)	96	95	130	90	111	119	119	110
CCOC(=O)c1nc(Oc2ccc(NC(=O)Nc3cccc(C)c3)cc2)c2ccccc2n1	106	88	107	96	96	101	94	101
Cc1ccc(N=Cc2ccccc2O)cc1Cl	93	105&95	103&98	103	99&109	109&107	104&103	117&102
O=C(N/N=C/c1c(Cl)cccc1Cl)c1cccnc1Nc1cccc(C(F)(F)F)c1	26	17	56	54	36	107	20	-6.9*
N#Cc1c(-c2cccs2)c(C(N)=O)c(N)n(Cc2nc3ccccc3[nH]2)c1=O	99	92	116	102	106	110	92	86
O=C1CCCN1c1ccccc1	100	93	102	95	106	99	101	99
COc1ccc(/C=C/C=C(C(=O)O)C(=O)O)cc1	98	96	107	88	97	105	105	100
C=C(C[C@@](O)(C(=O)Oc1ccccc1)[C@H](O)CC)c1ccccc1	100	89	89	103	104	116	95	93
Cc1ccc(Nc2nc(N)[nH]c(=O)c2N=O)cc1C	66	99	103	107	83	96	114	107
CCOC(=O)C1CCN(c2ccc(N3C[C@H](CNC(=O)c4ccc(Cl)c(N)c4)OC3=O)cc2)CC1	93	95	99	96	97	106	100	113
CCC(C)Cn1cnc2c(SCC(=O)O)nc(N)nc21 (configuration not stated)	103	100	117	95	101	108	99	105
CC(C)c1cc(C(C)C)c(N=Cc2ccccc2)c(C(C)C)c1N=Cc1ccccc1	96	85	91	96	106	100	93	88
CC(=O)N(Cc1ccccc1)c1nc2c([nH]c3ccccc32)s1	99	78	102	103	95	107	99	108
NS(=O)(=O)c1ccc(CCn2c(SCC(=O)Nc3ccccc3)nc3ccccc3c2=O)cc1	97	94	110	95	113	112	96	89
Cc1cccc(-c2nc(Nc3cccc(S(N)(=O)=O)c3)c3ccccc3n2)c1	7.1*	50	87	75	46	58	56	67
Cc1ccc2nc(-c3c(C)nn(-c4ccccc4)c3N3CCOCC3)[nH]c2c1	91	86	111	100	92	101	98	111
C/C(=N/O)c1ccc(N2C(=O)c3cc(Cl)c(Cl)cc3C2=O)cc1	106	93	102	89	105	105	100	106
O=C(CNC(=O)OCc1ccccc1)OC(c1ccccc1)c1ccccc1	98	90	106	nt	107	104	104	98
CC1(C)CC[C@]2(C(=O)O)CC[C@]3(C)C(=CC[C@@H]4[C@@]5(C)CC[C@H](NOCCCN)C(C)(C)[C@@H]5CC[C@]43C)[C@@H]2C1	32	71	89	92	92	87	61	93
COc1ccc2nc(NC(=O)c3cccnc3Nc3ccc(Cl)cc3Cl)sc2c1	77	56	79	68	86	98	79	97
O=C(NC1CCCCCC1)c1ccc2c(=O)n3c(nc2c1)CCCCC3	96	94	112	91	112	108	95	112
Cc1ccc(N=Nc2sc(-n3[nH]c(=O)ccc3=O)nc2O)cc1	98	93	100	98	100	101	100	103
FC(F)(F)Sc1ccc(/C=C/c2cc(/C=C/c3ccc(SC(F)(F)F)cc3)n(-c3cccc(C(F)(F)F)c3)n2)cc1	98	97	89	101	110	121	104	92
Cc1cc(-c2cc(C)on2)no1	nt	102	106	97	125	109	102	105
